Vif imaging = inhibitors of HIV Vif; HEK293T cells, Vif self-association by quenched fluorescence, imaging, 24 h; inhibition, % at 7.49 µM; hit rate 0.35% among 340,000; in the data active = inhibition above about 50%, passing the limit was not always enough; also: some results filed as inactive read as strong as hits
aDG glyco act = increases alpha dystroglycan glycosylation; Pro5-aDG cells, alpha-DG glycosylation AlphaScreen (IIH6); 0% Pro5, 100% B10-LARGE cell signal; activation, % at 10 µM; hit rate 0.22% among 360,000;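 active = activation of at least 8% versus controls, or a plate z-score of at least 8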;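 also: Pro5 are CHO cells carrying HIG-tagged alpha-DG that lacks glycosylation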
MC4R antagonist = blocks human MC4R cAMP signaling. MC4R-expressing cells, MTII-stimulated cAMP, LANCE TR-FRET. inhibition, % at 6.5 µM. hit rate 0.48% among 360,000. AID 540295;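 active = inhibition above its plate's cutoff, the mean of tested wells on that plate plus 3 SD, cut at about 29% in these data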;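 also: 0% = Melanotan II alone and 100% = Melanotan II plus saturating MCL0020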
Target sequence (P32245 whole entry, looked up): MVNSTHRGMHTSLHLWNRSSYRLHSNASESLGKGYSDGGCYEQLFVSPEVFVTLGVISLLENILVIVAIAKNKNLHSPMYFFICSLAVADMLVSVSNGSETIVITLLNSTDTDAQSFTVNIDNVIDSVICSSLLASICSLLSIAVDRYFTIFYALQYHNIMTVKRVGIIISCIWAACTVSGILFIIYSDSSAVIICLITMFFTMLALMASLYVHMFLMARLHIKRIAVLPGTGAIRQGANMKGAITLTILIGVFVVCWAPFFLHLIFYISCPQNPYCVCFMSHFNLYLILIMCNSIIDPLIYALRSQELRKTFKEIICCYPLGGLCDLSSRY
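Material: human MC4R-expressing U2OS cells. Probe or stimulus: Melanotan II challenge. Dosing: 6.5 µM single dose. Times: 30-min compound, 1-h challenge, 1-h detection, room temperature. Technique: TR-FRET with Eu-cAMP and labeled anti-cAMP, 671 nm. Replication: singlicate.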
CaV13 ICDI inh = Disruptors of the CACNA1D IQ motif to Ca2+-dependent inactivation inhibitor domain association, primary screening, Förster resonance energy transfer in intact living …; inhibition, % at 12.3 µM; hit rate 0.098% among 340,000; AID 743397; HEK cells, CFP/YFP FRET ICDI-IQ, plate reader, 10 min; percent FRET-ratio fall versus neutral wells;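 active = mean replicate inhibition of at least 30% and at least 1% of replicates passing that level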;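 also: 0% = median of the neutral control wells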
Glyco luc inh = blocks N-linked glycosylation in D54 reporter cells | AID 588692 | hit rate 0.23% among 360,000 | reporter increase, % at 12.5 µM | D54 ERlucT glycosylation luciferase reporter, 24 h; percent of 100 nM tunicamycin response;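 active = mean luciferase reporter signal, scaled so untreated is 0 and the glycosylation-blocking control 100, at or above a set limit in every replicate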;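 also: luciferase carries N-glycosylation sites so blocking glycosylation raises the light; 0% = median of neutral control wells and 100% = median of 100 nM tunicamycin wells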
m5-HT2A agonist = agonists of mouse serotonin 5-HT2A receptor (HTR2A) | P35363 | CHO-K1 mHTR2A beta-arrestin complementation, luminescence; percent of 30 µM serotonin response | activation, % at 7.6 µM | hit rate 0.66% among 360,000 | AID 624169;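 active = activation above a run cutoff, the mean activation of all tested compounds plus 3 SD, cut at about 14% in these data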;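 also: 0% = plate median of compound wells and 100% = 30 µM serotonin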
MC4R ag barr = activates human MC4R beta-arrestin recruitment; hit rate 0.98% among 360,000; AID 540308; activation, % at 8.9 µM; U2OS MC4R beta-arrestin complementation, luminescence; percent of melanotan II response, DMSO zero; P32245;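 active = activation above a per-plate cutoff, the mean activation of sample wells on that plate plus 3 SD, cut at about 8% in these data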
PDI inh = PDI (human) enzyme inhibition | PDI insulin aggregation turbidity, A650, 90 min | inhibition, % at 10 µM | P07237 | hit rate 0.052% among 350,000;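 active = mean inhibition across replicates of 30% or more, whatever share of single replicates reach that level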;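 also: absorbance from insulin aggregation driven by PDI reduction with DTT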
Target sequence (P07237 whole entry, looked up): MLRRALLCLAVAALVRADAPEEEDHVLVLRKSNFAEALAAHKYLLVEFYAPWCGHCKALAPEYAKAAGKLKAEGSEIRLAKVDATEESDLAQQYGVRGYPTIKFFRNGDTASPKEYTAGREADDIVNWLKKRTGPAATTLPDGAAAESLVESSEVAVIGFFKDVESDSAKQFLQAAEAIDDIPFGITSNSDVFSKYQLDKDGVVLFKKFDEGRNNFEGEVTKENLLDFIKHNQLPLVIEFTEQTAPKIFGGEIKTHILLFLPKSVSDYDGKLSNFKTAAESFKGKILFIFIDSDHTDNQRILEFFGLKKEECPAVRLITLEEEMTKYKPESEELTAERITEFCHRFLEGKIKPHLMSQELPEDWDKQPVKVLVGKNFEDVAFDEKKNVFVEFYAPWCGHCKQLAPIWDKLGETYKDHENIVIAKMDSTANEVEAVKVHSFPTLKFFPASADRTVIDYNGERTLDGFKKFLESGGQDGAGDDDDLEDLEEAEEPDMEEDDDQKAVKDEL
ABCB6 inh MLPCN = inhibitors of human ABC transporter ABCB6. Q9NP58. hit rate 0.19% among 360,000. fluorescence ratio to DMSO, % at 10 µM. K562-ABCB6 porphyrin accumulation, flow cytometry, 1 h; stronger effect = lower value;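 active = fluorescence ratio to DMSO below 75%, the collection mean minus 3 SD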;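 also: signal is porphyrin accumulated inside mitochondria; 100% equals median channel fluorescence of DMSO control wells; lower ratio means ABCB6 inhibition with less porphyrin fluorescence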
H9c2 protect = protects H9c2 cardiomyocytes from peroxide injury; H2O2 injury protection, ATPLite, 2 h; protection from H2O2 cell death, % at 20 µM; hit rate 0.63% among 360,000;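 active = compounds giving at least 50% protection of heart cells from peroxide-induced death in the single-dose screen, raw or plate-pattern-corrected value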;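 also: 0% = DMSO wells with peroxide and 100% = DMSO wells without peroxide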
* = called active by the depositor; . = no result given.

SMILES	PDI inh	H9c2 protect	aDG glyco act	CaV13 ICDI inh	m5-HT2A agonist	MC4R ag barr	Glyco luc inh	MC4R antagonist	Vif imaging	ABCB6 inh MLPCN
c1ccc(CNc2ncnc3sccc23)cc1	4	-9	2.2	-3	-1	-1.6	-4	2	-5	97
CCC(C(=O)N1CCOCC1)n1nc(C)c2c(C)n(-c3ccccc3)nc2c1=O (stereo not drawn)	3	2	-0.1	-4	-3	-1.3	0	3	-6	98
CCC1=C(OC(=O)N(CC)CC)N2C(=O)OC(=NCCc3c[nH]c4ccccc34)[C@]2(Cc2ccccc2)[C@H]2C1=CC[C@H]1C(=O)NC(=O)[C@H]12	18	-9	0.1	-2	-1	0.8	-5	12	4	88
CCOC(=O)c1ccc(P(=O)(c2ccccc2)c2ccccc2)cc1	-6	2	0.1	-2	-2	-1.5	0	-1	-12	79
O=C(O)c1cnc(-c2ccccc2)nc1Sc1ccc(Cl)cc1	0	-9	-0.2	-4	-2	-0.2	-1	1	-11	91
O=C(c1ccc(=O)n(Cc2ccc(Cl)c(Cl)c2)c1)N1CCOCC1	6	1	-0.1	-5	1	-1.8	-1	20	-2	103
Cc1ccc(S(=O)(=O)c2cc3ccccc3oc2=Nc2ccc3c(c2)OCO3)cc1	9	-2	0.4	.	2	-1.0	-4	-2	-2	98
COCCNC(=O)c1onc(CCl)c1C(=O)OC	0	6	0.2	-11	8	0.0	2	1	1	98
O=C(N/N=C/C=C/c1ccccc1[N+](=O)[O-])c1cc(-c2cccnc2)nc2ccccc12	4	49	-0.1	-18	-6	-3.0	0	3	-5	97
CNC(=O)C12CCC(C)(c3nc4cc(C)c(C)cc4nc31)C2(C)C (stereo not drawn)	-1	4	0.0	-9	4	-1.9	1	-6	-1	102

A section from further up, for reference:
SMILES	PDI inh	H9c2 protect	aDG glyco act	CaV13 ICDI inh	m5-HT2A agonist	MC4R ag barr	Glyco luc inh	MC4R antagonist	Vif imaging	ABCB6 inh MLPCN
O=C(N/N=C/C=C/c1ccccc1[N+](=O)[O-])c1cc(-c2cccnc2)nc2ccccc12	4	49	-0.1	-18	-6	-3.0	0	3	-5	97
CNC(=O)C12CCC(C)(c3nc4cc(C)c(C)cc4nc31)C2(C)C (stereo not drawn)	-1	4	0.0	-9	4	-1.9	1	-6	-1	102

Additional compounds follow.
SMILES	PDI inh	H9c2 protect	aDG glyco act	CaV13 ICDI inh	m5-HT2A agonist	MC4R ag barr	Glyco luc inh	MC4R antagonist	Vif imaging	ABCB6 inh MLPCN
CCOc1ccccc1/C=C(\C#N)C1=CCCC1	-5	-4	0.0	-3	-1	1.2	1	2	42	96
COc1ccc(CCN(C)Cc2cccc3ccccc23)cc1OC	-2	5	-0.1	-19	-5	0.9	-1	-2	3	94
Cc1ccccc1S(=O)(=O)N1[C@@H](c2ccc(Cl)cc2)C(C(=O)O)=CC[C@H]1c1ccc(Cl)cc1	9	-7	-0.3	-5	10	-0.6	-2	2	3	102
O=C(CN1CCCC1)Nc1ccccc1C(=O)c1ccccc1	-1	-2	0.0	-4	2	-2.1	-3	15	0	103
Nc1c(-c2cccs2)cnc2c(-c3ccc(F)cc3)cnn12	-9	-18	0.2	-13	-3	-0.3	-11	5	-8	96
COc1ccc(/C=C/C(=O)NCc2ccccn2)cc1	15	-1	-0.2	-4	-1	-0.7	0	2	8	97
COc1ccc(N(C)S(=O)(=O)c2cccc(C(=O)OCC(=O)Nc3cc(C)ccc3OC)c2)cc1	10	4	-0.2	-8	10	-0.3	1	16	12	90
Cn1cccc1CC(=O)N/N=C/C(Cl)=C/c1ccccc1	1	1	-0.2	-3	-4	-1.4	3	1	-5	98
Cc1ccccc1SCC(=O)OCC(=O)Nc1ccc(N(C)C)cc1	4	-6	-0.4	-4	5	-2.3	2	6	-12	101
CCOc1ccccc1NC(=O)N1CCCC(c2nc(-c3ccc(C)o3)no2)C1 (stereo not drawn)	-13	10	-0.2	2	1	-3.0	0	12	5	100

SMILES	PDI inh	H9c2 protect	aDG glyco act	CaV13 ICDI inh	m5-HT2A agonist	MC4R ag barr	Glyco luc inh	MC4R antagonist	Vif imaging	ABCB6 inh MLPCN
NS(=O)(=O)c1ccc(Nc2nc(-c3ccc(O)cc3O)cs2)cc1	-8	36	0.0	.	4	-2.2	5	-11	-3	93
CCOC(=O)Nc1ccc(S(=O)(=O)N2CCOCC2)cc1	-4	0	0.0	-3	3	2.2	-1	11	2	93
OC1CCCCC1	.	0	0.0	.	1	0.6	0	4	3	98
CC(=O)Nc1ccc(/C(C)=N/Nc2nc(Nc3cccc4ccccc34)nc(N3CCOCC3)n2)cc1	0	63*	-0.2	-16	-9	-1.7	-10	9	9	94
CN1CCN(S(=O)(=O)c2ccc(NC(=S)NC(=O)C3CCC3)cc2)CC1	-6	-2	0.1	-4	-1	-1.9	-2	24	2	95
COc1ccc(-c2nn(C)c(=O)c3ccccc23)cc1NC(=O)Cn1nc(C)c2ccccc2c1=O	-5	2	0.2	-4	-9	-0.1	3	-5	2	96
O=C(C1CC(=O)N(c2ccc(Cl)cc2)C1)N1CCN(Cc2ccc3c(c2)OCO3)CC1 (stereo not drawn)	-6	-2	-0.1	-7	10	-0.7	-4	1	-5	99
CCOc1cc(C(F)(F)F)cnc1/C(N)=N/O	-9	-1	-0.1	-5	-1	0.8	2	0	-1	93
COc1ccc2c(c1)N(C(=O)CN1C(=O)C3CCCCC3C1=O)C(C)(C)C=C2C (stereo not drawn)	-10	-2	0.2	0	1	-1.1	-1	-3	-2	87
COC(=O)Cc1nnc(Nc2cccc(C)c2)c2ccccc12	-2	9	-0.1	1	-3	-2.2	0	3	-4	99

SMILES	PDI inh	H9c2 protect	aDG glyco act	CaV13 ICDI inh	m5-HT2A agonist	MC4R ag barr	Glyco luc inh	MC4R antagonist	Vif imaging	ABCB6 inh MLPCN
CCc1cccc(NC(=O)c2ccc(Br)o2)c1	-3	-11	0.2	-5	-8	-1.2	-1	2	-5	94
O=C(Cc1c[nH]c2ccccc12)NCc1cccs1	-7	1	0.0	-20	1	-0.9	1	3	6	102
O=C1c2ccccc2C(=O)N1CCSc1n[nH]c(=S)s1	0	2	-0.2	-2	6	-0.8	-1	6	.	92
O=C(OC(c1ccccc1)c1nccc2ccccc12)c1cccc([N+](=O)[O-])c1 (stereo not drawn)	8	0	0.1	-2	-3	-1.2	-5	-4	1	92
Cc1ccc(S(=O)(=O)NCC(=O)N(CC(=O)NCC2CCCO2)c2cccc(F)c2)cc1 (stereo not drawn)	8	0	-0.1	-3	-2	-0.8	1	5	1	99
CCc1nnc(NC(=O)CSc2nnc(CSc3nc(C)cc(C)n3)n2C)s1	0	31	0.4	.	4	-2.1	3	3	2	93
COc1ccccc1NC(=O)COc1ccc(C(=O)OCC(=O)N(C(C)C)C(C)C)cc1OC	6	9	-0.1	-4	-3	-0.3	3	7	5	91
C/C(=N\NC(=O)c1nnn(-c2nonc2N)c1CSc1ccc(Cl)cc1)c1cccnc1	-1	25	-0.2	-15	1	0.4	-1	8	0	94
CCOc1ccc(S(=O)(=O)NCc2cccnc2)c2ccccc12	-36	0	0.2	-3	4	0.7	3	-2	-1	92
Cc1ccc(C2C(C(=O)c3sc(C)nc3C)=C(O)C(=O)N2CCN(C)C)o1 (stereo not drawn)	-8	4	3.3	-9	1	-1.3	0	10	-10	98

SMILES	PDI inh	H9c2 protect	aDG glyco act	CaV13 ICDI inh	m5-HT2A agonist	MC4R ag barr	Glyco luc inh	MC4R antagonist	Vif imaging	ABCB6 inh MLPCN
COCCCNC(=O)C[C@H]1C[C@H](C(=O)N2CCOCC2)[C@@]2(C)c3[nH]c4ccc(Cl)cc4c3CCN2C1=O	0	0	0.1	-10	-2	1.2	1	10	.	108
O=C(OCc1c(-c2ccccc2)ncc2ccccc12)c1ccccc1C(F)(F)F	-11	-13	-0.1	-11	7	1.0	-4	-3	-3	102
CCOC(=O)c1ccc(Nc2ncccc2[N+](=O)[O-])cc1	20	-6	0.2	2	3	4.8	-10	-1	8	83
CC(NC(=O)CCCCCN1C(=O)c2ccccc2C1=O)c1ccc2c(c1)CCCC2 (stereo not drawn)	0	9	0.0	-8	0	-3.0	5	1	.	101
CN(C)c1ncnc(N(C)C)c1[N+](=O)[O-]	-1	4	0.0	-4	2	0.5	-1	-9	-11	99
CC(=O)Nc1cccc(NC(=O)CSc2nc3c(=O)n(C)c(=O)n(C)c3n2C)c1	-2	3	0.3	-5	-7	-2.1	2	-1	.	97
O=C(c1cccc(S(=O)(=O)N2CCCCC2)c1)N1CCN(S(=O)(=O)c2ccc(F)cc2)CC1	-4	-4	0.3	-2	2	-1.1	-1	13	-1	99
Cc1cccc(Nc2nnc(SCC(=O)Nc3ccccc3[N+](=O)[O-])s2)c1	7	-17	-0.2	-3	-3	0.8	0	1	-1	85
O=C(C[C@@H]1C/C=C\CC[C@@H](Cc2ccc(F)cc2)C(=O)OC[C@@H](Cc2ccccc2)NC1=O)NCCO	8	-3	0.1	-10	4	-1.7	1	7	-4	99
CCOC(=O)Cc1csc(NC(=O)COc2cccc(C)c2)n1	-1	-5	0.1	-4	1	-2.4	1	9	-6	96

SMILES	PDI inh	H9c2 protect	aDG glyco act	CaV13 ICDI inh	m5-HT2A agonist	MC4R ag barr	Glyco luc inh	MC4R antagonist	Vif imaging	ABCB6 inh MLPCN
Cc1cccc(-c2ccc3[nH]c4c(c3c2)CCN2C[C@@H]([C@H](C)OC(=O)Nc3ccccc3C)[C@@H](N(C)C(=O)Nc3ccccc3C)C[C@@H]42)c1	4	2	1.5	-3	-7	0.5	-2	8	.	103
Cc1sc2nc(SCC(=O)Nc3cccc(C(=O)O)c3)[nH]c(=O)c2c1C	-4	6	-0.1	-7	0	-1.4	1	2	12	100
Cc1noc(C)c1C(=O)OCC(=O)NC(c1ccccc1)c1ccccc1	-5	-1	0.2	-4	-1	-2.5	1	2	-5	102
CCc1ccc(OC(=O)c2cccnc2)cc1	-7	0	0.0	-18	-1	0.1	0	4	-10	91
COc1ccc(N(CC(=O)NCc2ccc(Cl)cc2)S(=O)(=O)c2ccccc2[N+](=O)[O-])c(OC)c1	-13	5	-0.1	-4	13	-2.7	-2	2	3	97

Source: PubChem
